Screening data deposited in PubChem BioAssay by several laboratories.
MT1-MMP act inh = blockers of MT1-MMP proenzyme processing, primary screen, HT1080 RFP-PRO-GFP cells, GFP/RFP fluorescence. GFP/RFP ratio fluorescence, overnight; percent of plate control window, DMSO zero. actives 0.061% (n = 360,000). GFP/RFP ratio change, % at 20 µM;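 active means GFP/RFP ratio change of at least 30% with cell ATP level not reduced by more than half and red fluorescence within 50% of control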; further: strong numbers were not always called active
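Test system: HT1080 cells expressing an RFP-PRO-GFP fluorescent reporter construct / Compound dosing: single-point 20 µM compound, 1% DMSO / Schedule: cells overnight before dosing, compound overnight, 37 °C, 5% CO2 / Evaluation: GFP/RFP fluorescence ratio / Control set: DMSO and RFP-L50D-GFP cell wells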
MsrA act = bovine MsrA enzyme activators, primary screen, biochemical, absorbance, HTS; actives 0.3% (n = 360,000); purified bovine MsrA, absorbance read-out; Methionine sulfoxide reductase A (Bos taurus); activation, % at 10.6 µM; in the data active means activation above about 7.5%;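 further: 0% = vehicle and 100% = reference activator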
NRP1-CendR mod = modulators of CendR peptide binding to NRP-1, primary screen, biochemical, fluorescence polarization, uHTS; AID 602438, 2012; FAM-RPARPAR peptide binding to NRP-1; Neuropilin-1 (Homo sapiens), O14786; actives 0.85% (n = 360,000); inhibition, % at 25 µM;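 active means inhibition or corrected inhibition above about 18%, plus a signal ratio from 0.5 to 1.5, limit read from the data, passing the limit was not always enough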; further: strong numbers were not always called active
SKN-1 inh = suppressors of acrylamide-induced Pgst-4::GFP reporter in worms, primary screen, SKN-1 inhibitor project, whole organism, uHTS, GFP/RFP fluorescence ratio, strain VP596; inhibition, % at 21.8 µM; C. elegans VP596 Pgst-4::GFP/RFP ratio, 24 h; actives 0.49% (n = 360,000); AID 624304, 2012;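 active means interference check ratio from 0.5 to 1.5 plus GFP to RFP signal ratio inhibition reaching or exceeding a fixed threshold, cut at about 30% in these data, passing the limit was not always enough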; further: some compounds called inactive have numbers as strong as hits
FAS-TE inh = FAS thioesterase domain inhibitors, primary screen, biochemical, fluorescence intensity, uHTS; actives 0.67% (n = 360,000); recombinant FAS-TE, OMFH fluorogenic substrate, fluorescence endpoint; inhibition, % at 15 µM; Fatty acid synthase (Homo sapiens), P49327;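 active means compounds whose normalised, plate-corrected inhibition of enzyme fluorescence in the single-dose primary screen is 50% or more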;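 further: 0% = DMSO with enzyme and 100% = substrate without enzyme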
Neddyl block = inhibitors of cullin neddylation, primary screen, biochemical, TR-FRET, uHTS, NAE and Ubc12 | NEDD8-conjugating enzyme Ubc12 (Homo sapiens) + NEDD8-activating enzyme E1 regulatory … | calls only at 25 µM | actives 0.58% (n = 360,000) | AID 651699, 2012; in the data active means inhibition above about 36%
Rin1-Abl PPI inh = inhibitors of Rin1-Abl protein binding, primary screen, biochemical, TR-FRET. inhibition, % at 7.35 µM. actives 0.4% (n = 360,000); in the data active means inhibition above about 5%, passing the limit was not always enough
MsrA inhibitor = bovine MsrA enzyme inhibitors, primary screen, biochemical, absorbance, HTS | purified bovine MsrA, absorbance read-out | actives 0.75% (n = 360,000) | Methionine sulfoxide reductase A (Bos taurus) | inhibition, % at 15.5 µM; in the data active means inhibition above about 4.5%;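 further: 0% = vehicle wells with enzyme and 100% = reference inhibitor wells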
eLon inh = inhibitors of E. coli Lon protease, primary screen, biochemical, fluorescence polarization | P0A9M0 | purified E. coli Lon protease | inhibition, % at 7.94 µM | actives 0.42% (n = 360,000); in the data active means inhibition above about 13%, passing the limit was not always enough;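 further: 0% = enzyme with probe and DMSO and 100% = no enzyme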
* hit, by the source's call; i = inactive; . = not tested or not shown.

SMILES | MT1-MMP act inh | MsrA act | NRP1-CendR mod | SKN-1 inh | FAS-TE inh | Neddyl block | Rin1-Abl PPI inh | MsrA inhibitor | eLon inh
COc1cc(/C=C(/Sc2nnc(-c3ccc(F)cc3)o2)C(=O)O)ccc1OC(F)F | 2 | 2 | 5 | -1 | 8 | i | -1 | 2.1 | -2
CCNc1c(NS(=O)(=O)c2ccc(F)c(Cl)c2)c(=O)oc2ccccc12 | 2 | -1 | 8 | 26 | -5 | i | -1 | 0.0 | -2
O=S(=O)(Nc1cccc(-c2cn3c(n2)SCC3)c1)c1ccccc1 | -2 | -2 | -2 | 9 | 2 | i | 1 | -0.2 | -14
C[N+](=O)C1C(=O)Nc2ccccc21 (stereo not drawn) | 11 | -5 | 6 | -2 | -3 | i | . | 2.6 | -8
CCOC(=O)C(/C(C)=N/NC(=O)c1ccccc1[N+](=O)[O-])C(C)C (stereo not drawn) | 1 | -2 | -4 | 19 | -7 | i | 0 | -0.6 | 2
CN1C2CCC1CC(NC(=O)c1ccc([N+](=O)[O-])cc1)C2 (stereo not drawn) | 3 | 2 | 3 | -1 | -3 | i | 0 | 0.1 | 1
CC(NC(=O)C1CCN(S(=O)(=O)c2cccc3cccnc23)CC1)c1ccccc1 (stereo not drawn) | 0 | 0 | -3 | -10 | -5 | i | -2 | 0.0 | 3
O=C(CC(c1ccccc1)c1ccccc1O)NCCN1CCOCC1 (stereo not drawn) | 1 | 2 | 2 | 23 | -5 | i | -2 | 0.6 | -1
Cc1ccc(-n2c(SCC(=O)OC(C)C)nnc2-c2ccco2)cc1 | -12 | -9 | 18 | -3 | -6 | i | 1 | -0.1 | -9
COc1ccc(CCNc2nnc(C)c(=O)[nH]2)cc1OC | 3 | -7 | -19 | -6 | -7 | i | 1 | -0.3 | -2
Cc1nc(SCC(=O)Nc2ccc3c(c2)OCO3)c(C#N)c2c1CCCC2 | -4 | 3 | -9 | 2 | 10 | i | -1 | -0.5 | 2
C=CCn1c(C(O)c2ccccc2)nc2ccccc21 (stereo not drawn) | -5 | -2 | -3 | 5 | -2 | i | -1 | -0.4 | 0
O=C(NCCOc1ccccc1Cl)C(=O)c1c[nH]c2ccccc12 | 3 | -4 | -3 | 13 | 16 | i | 0 | 0.1 | 4
Cc1cccc(NC(=O)N2CCCC(CNC(=O)c3ccccc3Cl)C2)c1C (stereo not drawn) | 3 | -2 | 5 | 25 | -4 | i | -3 | 0.6 | -4
CCc1cccc(NC(=O)Cn2c(-c3ccccc3)cc(C(C)=O)c2C)c1 | -3 | -4 | -13 | -1 | 6 | i | -4 | 0.8 | -7
Cn1c(=O)c2c(nc(NC(Cc3ccccc3)C(=O)O)n2Cc2ccccc2)n(C)c1=O (stereo not drawn) | -6 | -2 | -2 | 6 | 4 | i | 2 | -0.2 | -6
Cc1ccc(C(=O)Nc2ncc(Cc3ccc(F)cc3)s2)o1 | -7 | -4 | 3 | -6 | 13 | i | 0 | 0.7 | 3
CCOC(=O)C1=CCC(c2ccc(F)cc2)N(S(=O)(=O)c2ccc(C)cc2)C1 (stereo not drawn) | -2 | -1 | 20* | 2 | 25 | i | 2 | 0.6 | 4
O=C(OCC(=O)N1CCCCC1)c1c[nH]c(=O)[nH]c1=O | 3 | -8 | -4 | 3 | -8 | i | -3 | 0.6 | -6
O=C(O/N=C(/c1ccccc1)c1ccncc1)c1ccc(F)cc1 | 1 | -3 | 2 | 10 | 9 | i | -2 | 1.2 | 5
CCCn1c(C)cc(C(=O)CN2C(=O)c3ccccc3C2=O)c1C | -2 | -2 | -4 | -2 | 4 | i | -1 | -0.7 | 1
COc1ccccc1CNC(=S)NCc1ccc(F)cc1 | -2 | -4 | 20 | 11 | 5 | i | 0 | 0.5 | 5
C/C=C(/C)C(=O)O[C@@H]1[C@H](OC(C)=O)c2c(ccc3ccc(=O)oc23)OC1(C)C | 3 | -14 | 3 | -7 | 9 | i | 2 | -0.5 | -5
CCC1CN2CCc3cc(OC)c(OC)cc3C2CC1CC1c2cc(OC)c(OC)cc2CCN1C(=O)C(Cc1c[nH]c2ccccc12)NC(=O)OC(C)(C)C (stereo not drawn) | -26 | 1 | -36 | 9 | 8 | i | -1 | -0.4 | 11
Cc1cc(F)ccc1NC(=O)c1cc(S(=O)(=O)N2CCc3ccccc32)cn1C | -1 | -1 | -4 | 7 | 8 | i | -1 | 1.2 | -3

Part of the list above, as comma-separated lines:
SMILES,MT1-MMP act inh,MsrA act,NRP1-CendR mod,SKN-1 inh,FAS-TE inh,Neddyl block,Rin1-Abl PPI inh,MsrA inhibitor,eLon inh
CCOC(=O)C1=CCC(c2ccc(F)cc2)N(S(=O)(=O)c2ccc(C)cc2)C1 (stereo not drawn),-2,-1,20*,2,25,i,2,0.6,4
O=C(OCC(=O)N1CCCCC1)c1c[nH]c(=O)[nH]c1=O,3,-8,-4,3,-8,i,-3,0.6,-6

New compounds follow:
SMILES | MT1-MMP act inh | MsrA act | NRP1-CendR mod | SKN-1 inh | FAS-TE inh | Neddyl block | Rin1-Abl PPI inh | MsrA inhibitor | eLon inh
COCCOC(=O)c1c(C)n(C)c2ccc(OC(=O)C3CC3)cc12 | 8 | -8 | -8 | -8 | -5 | i | -1 | 0.3 | -1
Cc1ccc(NC(=O)CSc2nnc(-c3cc(C)[nH]n3)n2N)cc1 | -4 | 0 | 10 | 0 | -6 | i | 1 | -1.1 | 3
COc1ccc(/C=c2/sc3nc(-c4ccccc4)c(-c4ccccc4)n3c2=O)cc1 | 1 | -4 | 5 | 0 | 16 | i | -7 | 1.5 | -5
CCN(CC)CCNC(=O)CCc1nnc2ccc(N3CCC(C)CC3)nn12 | -1 | -3 | -2 | 3 | -3 | i | -1 | 0.5 | -2
Cc1cc(Cn2nc(-c3ccccc3)cc2C(=O)NCC2CC2)on1 | 0 | -5 | 1 | -6 | -2 | i | 2 | -0.3 | -9
Cc1cc(C)c(S(=O)(=O)N(C)CC(N)=O)c(C)c1 | 5 | -5 | -9 | 7 | -9 | i | 1 | -1.3 | -7
O=C1c2oc3ccccc3c(=O)c2C(c2ccc(O)cc2)N1c1nccs1 (stereo not drawn) | -4 | 0 | -6 | 6 | 0 | i | -9 | 0.7 | -9
CC(C)c1nnc(NC(=O)c2cc3ccccc3o2)s1 | 4 | -7 | 6 | -11 | -6 | i | 1 | 0.3 | 2
CC(C(=O)NCC1(c2ccccc2)CCCC1)N1CCCC1 (stereo not drawn) | -9 | -4 | 9 | 9 | -3 | i | -4 | 2.4 | -17
C[C@H](CO)N1C[C@H](C)[C@@H](CN(C)S(=O)(=O)c2ccc(F)cc2)Oc2ccc(NS(=O)(=O)c3cccs3)cc2C1=O | 5 | -1 | 4 | 5 | -1 | i | 2 | 0.5 | 6
CC1(C(=O)NS(=O)(=O)c2cccc(Cl)c2)CCN1C(=O)Cc1ccc(-c2ccccc2)cc1 (stereo not drawn) | 2 | -3 | -2 | 23 | -8 | i | -2 | 0.8 | -7
CN(CC(=O)Nc1ccc(Cl)c(C(F)(F)F)c1)C(=O)c1cc(=O)[nH]c2ccccc12 | 3 | -2 | -3 | 12 | 9 | i | 2 | 0.1 | -6
Cc1ccccc1NC(=S)C1=C(O)c2sccc2N(C)S1(=O)=O | 1 | -10 | -7 | -6 | -6 | i | -1 | 2.9 | 0
Cc1cc(C)cc(OCC(=O)Nc2ccc3c(c2)OCO3)c1 | 0 | -7 | -3 | 7 | 16 | i | -2 | -0.1 | -9
COc1cc(C(=O)NCCC(=O)NC2CCCCCCC2)cc(OC)c1OC | 7 | 1 | -4 | 24 | -3 | i | 0 | -1.4 | -8
CC1CCN(c2ccccc2NC(=O)c2ccc(N3CCOCC3)c([N+](=O)[O-])c2)CC1 | 3 | -1 | 5 | -2 | 0 | i | 2 | -0.6 | -16
O=C(c1ccc(Cl)cc1)c1c[nH]c(C(=O)NNc2cccc(Cl)n2)c1 | -3 | -14 | 6 | -6 | -5 | i | 1 | -0.4 | 4
O=C(CCc1ccc(Oc2cc([N+](=O)[O-])cc([N+](=O)[O-])c2)cc1)Nc1cccc(Cl)c1 | 3 | -6 | -4 | 7 | 40 | i | -4 | -0.2 | 3
CNC(=S)NNC(=O)COc1cccc(C)c1C | 2 | 3 | 12 | -10 | -8 | i | -4 | 0.5 | -14
COc1ccc(NC(=O)COC(=O)c2ccc(OCc3c(C)noc3C)cc2)cc1OC | 12 | 2 | 8 | 8 | 8 | i | -3 | -1.6 | -12
COc1ccccc1N(CC(=O)N1CCCCC1)S(=O)(=O)c1ccccc1 | 2 | 0 | -4 | 9 | -3 | i | 3 | -1.3 | -5
COCCOC(=O)c1[nH]c2c(c1C)C(=O)C(C(=O)OC)C(C)C2 (stereo not drawn) | -1 | -3 | -9 | -3 | -6 | i | -1 | -0.3 | -3
Cc1c(NC(=O)C(C)NCC2CCCO2)c(=O)n(-c2ccccc2)n1C (stereo not drawn) | 1 | -4 | -3 | -7 | -7 | i | 0 | -0.8 | -5
O=C(NCc1ccc2c(c1)OCO2)C1CCN(S(=O)(=O)c2ccc(Br)s2)CC1 | -7 | -10 | -16 | 3 | 5 | i | -2 | -0.4 | -1
O=C(CS(=O)(=O)Cc1ccccc1)c1ccccc1 | -2 | -1 | 10 | 11 | -5 | i | -1 | -0.1 | 1
(further entries)
SMILES | MT1-MMP act inh | MsrA act | NRP1-CendR mod | SKN-1 inh | FAS-TE inh | Neddyl block | Rin1-Abl PPI inh | MsrA inhibitor | eLon inh
O=[N+]([O-])c1ccc2nc(-c3cccnc3)[nH]c2c1 | 0 | -1 | -4 | 8 | 5 | i | -3 | 2.6 | 0
COc1ccc(NC(=O)c2c(NC(=O)CCC(=O)O)sc(-c3ccccc3)c2C)cc1 | 2 | -4 | -8 | 4 | -1 | i | -2 | 0.7 | -5
CCOc1ccccc1N1CC(C(=O)Nc2cc(S(=O)(=O)N3CCOCC3)ccc2OC(C)C)CC1=O (stereo not drawn) | -4 | -1 | 7 | 6 | -5 | i | 1 | 0.3 | 0
Cc1cc(NCCN2CCOCC2)n2nc(C)c(-c3ccc(Cl)cc3)c2n1 | 2 | 3 | -12 | -10 | 12 | . | 4 | 0.8 | -6
O=C(O)C1C2CCCCC2=C2CCCCC2C1C(=O)O (stereo not drawn) | 1 | 0 | -8 | 20 | -7 | i | -5 | 0.9 | 6
COc1ccc(CN2CCN(C(=O)c3cccc4ccccc34)CC2)cc1OC | 0 | -5 | 7 | 1 | -2 | i | 2 | 0.0 | 0
Cc1ccc([C@@H]2CC=C(C(=O)O)[C@H](c3ccccc3)N2S(=O)(=O)c2ccc(C)cc2)cc1 | 3 | 0 | -5 | -1 | -5 | i | 4 | 0.8 | 2
Cc1ccc(C(=O)N/C(=C\c2cn(S(=O)(=O)N(C)C)c3ccccc23)C(=O)NCCCn2ccnc2)cc1 | -2 | 0 | 17 | 23 | 38 | i | -2 | 0.0 | -9
Cc1ccccc1S(=O)(=O)Cc1ccc(C(=O)NC2CCCCC2)o1 | -3 | -1 | 1 | -2 | -5 | i | -5 | 0.0 | -4
Cc1nn(C(C)C(=O)NCCCc2ccccc2)c(=O)c2cc3occc3n12 (stereo not drawn) | 4 | 1 | 0 | 0 | 6 | i | -4 | -0.2 | 10
O=C(Nc1ccc(C(=O)NCCCN2CCN(c3ccccc3)CC2)cc1)C1=CSCCO1 | 9 | -2 | 5 | 1 | -4 | i | -2 | 0.4 | -2
Cn1c(CNc2ccc(F)cc2)nc2ccccc21 | 5 | -6 | -6 | 7 | 3 | i | 3 | -0.4 | -3
COC(=O)c1ccccc1NC(=O)CSc1nnc(-c2ccncc2)o1 | 1 | -1 | -15 | 9 | -10 | i | 16* | 0.1 | -3
